Screening data (PubChem)
M17LAP inhibition = P. falciparum M17LAP inhibitors, primary screen, biochemical, fluorogenic H-Leu-NHMec substrate, 1536-well (AID 1619) | one-dose inhibition, % at 30 µM; IC50 in µM for titrated hits | 220,000 compounds, 0.38% hits | recombinant M17LAP, H-Leu-NHMec fluorogenic kinetic assay; higher % means a stronger effect;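 active means compound inhibiting the enzyme by more than half at any dose during confirmatory dose-response retesting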;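 further: plate controls were full reaction with DMSO carrier for no effect and no enzyme background for full effect; strong numbers were not always called active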
M1AAP inhibition = P. falciparum M1AAP inhibitors, biochemical, fluorogenic H-Leu-NHMec substrate, 1536-well (AID 1445); 220,000 compounds, 0.42% hits; inhibition, % at 30 µM, or IC50 in µM where a hit was titrated; recombinant M1AAP, H-Leu-NHMec fluorogenic kinetic assay; higher % means a stronger effect;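 active means primary inhibition above the hit cutoff, then over 50% inhibition at one or more dose response concentrations, cut at about 23% in these data, passing the limit was not always enough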;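 further: plate controls were DMSO full reaction for no effect and no enzyme background for full effect; strong numbers were not always called active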
PMI inhibitors = inhibitors of human PMI, primary screen, biochemical, fluorescence intensity, coupled assay (AID 1209) | purified PMI enzyme, coupled fluorescence intensity; higher % means a stronger effect | inhibition, % at 20 µM, or IC50 in µM where a hit was titrated | 190,000 compounds, 0.42% hits;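 further: plate controls were DMSO vehicle for no effect and wells lacking substrate for full effect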
Siah-1 displacement = Siah-1 peptide-binding antagonists, primary screen, biochemical, fluorescence polarization, rhodamine-plectin, uHTS (AID 1817); Siah-1 / rhodamine-plectin peptide fluorescence polarization; higher % means a stronger effect; displacement, % at 20 µM; hits with a dose series show IC50 in µM; 290,000 compounds, 0.02% hits;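 active means displacement of at least 50% at 20 µM, with a fluorescence ratio check between 0.3 and a set limit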;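 further: plate controls were Siah plus tracer with DMSO for no effect and tracer alone without Siah for full effect; strong numbers were not always called active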
UTI89 phage lysis = inhibition of K1F phage lysis, E. coli UTI89, bacterial capsule biogenesis inhibitors, alamar blue (AID 488966); E. coli UTI89 K1F phage lysis, alamar blue, 2 h; higher % means a stronger effect; one-dose inhibition, % at 100 µM; IC50 in µM for titrated hits; 340,000 compounds, 0.02% hits;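 active means phage lysis inhibition, versus mean bacterial control, above a set limit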;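 further: capsule biogenesis inhibitors block K1F phage lysis so surviving cells raise fluorescence; higher fluorescence means more inhibition of phage lysis; actives were called in the ten point dose series up to 300 µM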
Hep lipid drop = hepatic lipid droplet formation modulation. 240,000 compounds, 0.4% hits. inhibition, % at 6.5 µM. AID 1656. AML12 mouse hepatocytes, oleate lipid droplets, BODIPY imaging;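 active means lipid droplet intensity inhibited by at least 50%, with more than 500 cells counted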
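Assay system: AML12 mouse liver cells | Compound: 6.5 µM single-point dosing | Schedule: Overnight exposure | Technique: Fluorescence imaging, 20x objective, two fields per well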
TNAP activators = human TNAP enzyme activators, primary screen, biochemical, luminescent, no phosphate acceptor, uHTS (AID 1001) | purified TNAP, luminescent activation assay, no phosphate acceptor; higher activation fold means a stronger effect | activation fold at 20 µM, or EC50 in µM where a hit was titrated | 200,000 compounds, 0.03% hits; in the data active means activation fold from about 3, or a potency from the dose series; inactive means the rest, 99 in 100 with activation fold below about 1.6; further: many of its hits are not listed in these tables
XIAP antagonists = small molecules displacing peptide from XIAP – biochemical, IAP family, fluorescence polarization (AID 1018); XIAP BIR domain, fluorescence polarization peptide displacement; higher % means a stronger effect; one-dose displacement, % at 20 µM; IC50 in µM for titrated hits; 200,000 compounds, 0.007% hits; in the data active means displacement above about 50%; further: a part of the inactive calls stands beside numbers as strong as those of hits
human PMI inhibitors = MPI inhibition at elevated mannose 6-phosphate – biochemical, fluorescence intensity, high mannose 6-phosphate, primary screen (AID 1220); one-dose inhibition, % at 20 µM; IC50 in µM for titrated hits; 190,000 compounds, 0.66% hits; recombinant PMI enzyme, coupled fluorescence intensity; higher % means a stronger effect
Hep lipid drop cells 6.5 µM = recorded beside Hep lipid drop, whose call it bears; cell count; measured here: cell count, cytotoxicity flag;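 cells counted across two imaged fields per well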
* marks the source's active call; other numbers are inactive results; . = no result given; & = joins results of further samples; [ ] = remark or other dose. Unless noted, no stated cut-off is given here; in the data, active means inhibition above about 50%; inactive means the rest.

SMILES	M17LAP inhibition	M1AAP inhibition	PMI inhibitors	Siah-1 displacement	UTI89 phage lysis	Hep lipid drop	Hep lipid drop cells 6.5 µM	TNAP activators	XIAP antagonists	human PMI inhibitors
O=C(c1cc(-c2cccs2)on1)N1CCN(c2ccc(F)cc2)CC1	17%	19%	16%	1%	0.6%	.	.	1.1	-2.7%	16%
COC(=O)C1=C(C)N(C)C(C)=C(C(=O)OC)C1c1ccncc1	4%	5%	9%	2%	2.9%	1	727	1.1	-1.7%	8%
CC1=NN(c2ccccc2)C(=O)C1=C(C)C	8%	12%	-64%	2%	0.2%	-12	698	1	-4.0%	-78%
O=c1cc(O)nc(SCc2ccccc2Cl)[nH]1	19%	4%	-10%	-2%	0.4%	.	.	0.9	-6.9%	-3%
Cc1ccc2nc(-c3cccc(S(=O)(=O)N(C)C)c3)cn2c1	0%	8%	4%	-5%	-1.0%	.	.	1.1	-0.1%	6%
S=C(N=Nc1ccccc1)NNc1ccccc1	3%	9%	-79%	-1%	3.8%	16	720	0.8	-3.0%	-165%
Cn1ncc(Cl)c1C(=O)N1CCCc2ccccc21	1%	2%	0%	0%	0.1%	4	714	1.1	-1.8%	3%
CC(=O)Nc1cccc(/C(C)=N/NC(=O)c2cccc(S(=O)(=O)N3CCOCC3)c2)c1	0%	-3%	-2%	-2%	-0.3%	-14	682	1.1	-7.6%	5%
Cc1ccc2[nH]c(C)c(CCNC(=O)c3c(N)no[n+]3[O-])c2c1	-3%	3%	-2%	-2%	-0.2%	6	661	1	-4.0%	2%
COc1ccc(NC(=S)NC(NC(=O)C(C)C)C(Cl)(Cl)Cl)c([N+](=O)[O-])c1 (stereo not given)	14%	6%	8%	2%	0.8%	.	.	1	-5.9%	4%
CCN(CC)CCC(=O)Nc1ccc2c(c1)N(C(=O)CN(CC)CC)c1ccccc1CC2	-13%	5%	6%	3%	9.3%	.	.	1.1	-0.1%	25%
Fc1ccccc1N1CCN(Cc2nc(-c3ccccc3)no2)CC1	-3%	3%	17%	2%	7.1%	-8	716	1.1	-1.8%	12%
O=C(O)CCCn1c(=S)[nH]c2c(sc3ccc([N+](=O)[O-])cc32)c1=O	44%	-5%	1%	2%	-0.5%	-11	701	1.1	-4.0%	-10%
O=C(/C=C/c1ccc(Cl)cc1)Nc1ccc(S(=O)(=O)Nc2ncccn2)cc1	-1%	3%	4%	-1%	-0.6%	4	624	1	-1.8%	-2%
CCOc1ccc2c(c1)-c1c(ssc1=S)C(C)(C)N2C(=O)CSC1=NCCS1	-10%	7%	0%	-15%	-0.1%[50 µM]	54*	606*	1	-2.4%	0%

An excerpt of these results, comma-delimited.
canonical_smiles,M17LAP inhibition,M1AAP inhibition,PMI inhibitors,Siah-1 displacement,UTI89 phage lysis,Hep lipid drop,Hep lipid drop cells 6.5 µM,TNAP activators,XIAP antagonists,human PMI inhibitors
Fc1ccccc1N1CCN(Cc2nc(-c3ccccc3)no2)CC1,-3%,3%,17%,2%,7.1%,-8,716,1.1,-1.8%,12%
O=C(O)CCCn1c(=S)[nH]c2c(sc3ccc([N+](=O)[O-])cc32)c1=O,44%,-5%,1%,2%,-0.5%,-11,701,1.1,-4.0%,-10%

(listing goes on)
SMILES	M17LAP inhibition	M1AAP inhibition	PMI inhibitors	Siah-1 displacement	UTI89 phage lysis	Hep lipid drop	Hep lipid drop cells 6.5 µM	TNAP activators	XIAP antagonists	human PMI inhibitors
CCCc1nc(NC(C)=O)c(C#N)c(-c2ccco2)c1CC	8%	-1%	1%	-3%	1.3%	.	.	0.9	-0.2%	4%
N#Cc1c(-c2ccccc2)nc(N2CCOCC2)[nH]c1=O	27%	4%	-21%	4%	0.9%[50 µM]	-1	725	1.1	-5.4%	-19%
COc1cc(/C=C(\C#N)c2[nH]nc(N)c2C#N)cc(OC)c1O	7%	13%	12%	3%	-0.5%	1	819	0.6	-7.0%	12%
CCC(=O)c1c[nH]c(C(=O)NCC2CCCO2)c1 (stereo not given)	-5%	-3%	0%	3%	0.7%	17	646	1	-3.7%	2%
O=C(Nc1cccc(S(=O)(=O)N2CCOCC2)c1)c1ccco1	4%	1%	3%	0%	0.7%	12	825	1.1	-5.0%	-6%
O=C(c1cccs1)n1cc(C(=S)N2CCOCC2)c2ccccc21	-2%	14%	14%	-2%	1.1%	6	686	1.1	-0.6%	11%
CC1(C)C(C=C(Cl)Cl)C1C(=O)N(Cc1ccc(Cl)cc1)C1CCS(=O)(=O)C1 (stereo not given)	-1%	1%	15%	-3%	-0.9%[50 µM]	-17	678	1	-2.1%	13%
CC1(C2CC(C(F)(F)F)n3nc(C(=O)O)cc3N2)CC1 (stereo not given)	-5%	2%	5%	5%	0.4%	10	694	1	-2.4%	0%
CCCC(=O)Nc1ccc(C(=O)NCC2CCCO2)cc1 (stereo not given)	2%	4%	9%	-5%	0.3%	19	810	1.1	-23%	7%
Cc1ccc2nc(SCc3nc4c(cnn4-c4ccccc4)c(=O)[nH]3)[nH]c2c1	1%	-4%	10%	1%	3.6%[50 µM]	.	.	1.1	-2.4%	1%
Cc1ccc(N(CC(=O)NC(C)(C)C)C(=O)CNC(=O)c2cccs2)c(C)c1	3%	3%	9%	-5%	1.1%	10	734	1.1	0.9%	10%
COc1ccc(/C(N)=N/OC(=O)Cc2ccccc2OC)cc1	2%	1%	3%	3%	1.4%	.	.	1.1	-4.5%	-6%
CC(C)n1c(O)c(/C=C2\C=NN=C2c2ccccc2)sc1=S	-3%	8%	.	10%	-1.0%	1	693	.	.	.
Cc1ccc(C)c(-c2cc(C(=O)Nc3nccs3)c3ccccc3n2)c1	-8%	-1%	1%	0%	2.7%	.	.	1	-3.4%	7%
N#CCN1CCN(CCC(=O)Nc2ccc(OCc3ccccc3)cc2)CC1	-6%	0%	4%	-2%	0.6%	-1	762	1.1	-3.3%	3%
COc1ccc(CCn2c(SCCN3CCCCC3)nc3ccccc3c2=O)cc1OC	.	.	7%	-3%	0.0%	-28	726	1	-3.2%	6%
COc1ccc(CNC(=O)C23CN(Cc4ccccc4)CC2C(c2ccc([N+](=O)[O-])cc2)=NO3)cc1 (stereo not given)	-13%	0%	8%	0%	2.7%	.	.	1	-3.9%	-4%
Cc1ccc(S(=O)(=O)N/N=C/c2ccc(OS(=O)(=O)c3ccc(C)c([N+](=O)[O-])c3)cc2)cc1	12%	4%	2%	-1%	0.1%	18	804	1.1	-2.2%	-15%
CC(C)Oc1ccc(NC(=O)Oc2ccccc2)cc1	3%	-4%	10%	-4%	0.4%	.	.	1.1	-6.5%	26%
NC(N)=NC(=O)c1nc(Cl)c(N)nc1N	-33%	8%	-4%	2%	10%&4.7%&1.4%	3	745	1.1	-6.3%	-6%
CN1CCN(CC(=O)Nc2c(C#N)cnn2-c2ccccc2)CC1	-14%	0%	.	1%	.	-11	648	.	.	.
COc1ccc(-c2[nH]ncc2CN2CCCO2)cc1F	1%	0%	-6%	1%	0.8%	-2	630	0.9	-7.5%	3%
Cn1c(O)c(N=NC(=O)c2cccc(S(=O)(=O)N3CCCCC3)c2)c2ccccc21	-2%	4%	-3%	-2%	5.6%	1	649	1	-6.9%	0%
O=C(Cc1cccc(C(F)(F)F)c1)NCc1cccc(Cl)c1	8%	-2%	16%	-6%	6.0%	-9	671	1.1	-6.8%	0%
NC(=O)N/N=C/c1cn(CC(=O)Nc2ccc(F)cc2)c2ccccc12	24%	10%	.	3%	.	-11	788	.	.	.
COc1ccc(NC(=S)Nc2ccc(Oc3ccccc3)cc2)cc1	8%	14%	4%	-3%	2.0%	.	.	1	-4.7%	7%
CCN(CC)CCCNC(=S)N(Cc1cccnc1)Cc1cc2cc(C)cc(C)c2[nH]c1=O	4%	13%	.	13%	0.5%	-68	637	1	-7.7%	.
O=C(Cn1cnc2ccccc2c1=O)c1ccc(Cl)cc1	1%	-1%	-7%	-3%	0.0%	-8	703	1	-3.2%	-9%
Cc1cccc(C2C3=C(Nc4[nH]n(-c5ccccc5)c(=O)c42)c2ccccc2C3=O)c1 (stereo not given)	20%	38µM*	-18%	0%	0.2%	35	360	0.9	-1.0%	-20%
CC(C)(C)OC(=O)N[C@@H](Cc1ccccc1)c1nnc(S(=O)(=O)Cc2cccc(F)c2)o1	0%	-3%	9%	2%	.	.	.	1.1	-2.8%	17%
COc1ccc(OCc2nnc(SCC(=O)NCc3ccco3)o2)cc1	-2%	-1%	-2%	5%	-0.3%	.	.	1.2	-0.7%	-1%
CC(C)CNc1nc(Oc2ccc(=O)n(-c3ccccc3)n2)nc(N2CCOCC2)n1	-6%	0%	0%	9%	0.2%	.	.	1.1	-1.5%	0%
Cc1ccc(-c2nc(CS(=O)CC(=O)NCCC(C)C)c(C)o2)cc1 (stereo not given)	10%	9%	4%	-1%	6.0%	.	.	1.1	-4.4%	-2%
Cn1cc(-c2nnnn2-c2ccc(Cl)cc2)c(=O)c2ccccc21	-2%	-2%	-4%	-4%	0.3%	0	767	0.8	-3.6%	-6%
Cc1occc1C(=O)N/N=C/C1=C(N2CCOCC2)C(=C\c2ccc(Cl)cc2)/CC1	0%	4%	12%	7%	0.1%	-12	655	1.1	3.3%	6%
OCCNCCSc1ccc(Cl)cc1	-1%	4%	6%	3%	-0.1%	-4	700	1.1	-5.2%	-3%
COc1cccc(CNC(=O)CCC2CCCN(C(=O)c3ccc(C)nc3)C2)c1 (stereo not given)	.	.	-1%	7%	-0.1%	-9	784	1.1	-9.0%	-1%
CCCCN(CC)C(=O)Cc1cn(C)c2ccccc12	1%	3%	-10%	1%	0.4%	-46	736	1	-3.2%	-8%
O=C1S/C(=C\c2ccc(Cl)cc2)C(=O)N1CCn1cnnn1	5%	11%	-9%	2%	-0.4%	-9	680	0.9	-2.6%	-3%
O=C(O)C1CCCN(S(=O)(=O)c2ccc3c(c2)OCCO3)C1 (stereo not given)	-10%	1%	6%	-3%	0.2%	-4	692	1	-6.8%	2%
Cn1nc(-c2ccccc2)c(CSc2ccccc2)c1Cl	-2%	-1%	5%	6%	0.7%	-8	775	0.9	-4.5%	3%
COc1cccc(C(=O)Nc2cccc(C(=O)NCC(C)C)c2)c1	4%	-5%	9%	4%	1.6%	23	603	1.2	-5.3%	9%
CC(=O)Nc1ccccc1C(=O)C(=O)Nc1cccc(Br)c1	5%	3%	-5%	-1%	0.3%	2	669	1.1	-6.5%	-4%
COC(C(=O)Nc1ccc(F)cc1)c1ccccc1 (stereo not given)	5%	0%	4%	29%	3.7%	-5	729	1	-9.8%	7%
CCOC(=O)C(NC(=O)c1ccc(F)cc1)(Nc1nnc(C)s1)C(F)(F)F (stereo not given)	1%	9%	3%	3%	-0.8%	-8	713	1.1	0.0%	-6%
Cc1ccc(C(C)C)c(OCC(=O)Nc2ccc(N3CCN(S(C)(=O)=O)CC3)cc2)c1	-6%	-3%	7%	3%	3.6%	-3	718	1.1	-2.2%	3%

This is a random part of the collection. Share with any hit: about 1.9%.
